Screening results deposited in PubChem by several laboratories.
STK33 kinase inh: inhibitors of human STK33 kinase | Q9BYT3 | purified STK33, MBP phosphorylation, ADP-Glo luminescence | inhibition, % at 10 µM | actives 0.073% (n = 320,000);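 active means inhibition at or above 25%, using the most active replicate where run in duplicate; inactive means inhibition below 25%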
Target sequence (Q9BYT3 whole entry, looked up): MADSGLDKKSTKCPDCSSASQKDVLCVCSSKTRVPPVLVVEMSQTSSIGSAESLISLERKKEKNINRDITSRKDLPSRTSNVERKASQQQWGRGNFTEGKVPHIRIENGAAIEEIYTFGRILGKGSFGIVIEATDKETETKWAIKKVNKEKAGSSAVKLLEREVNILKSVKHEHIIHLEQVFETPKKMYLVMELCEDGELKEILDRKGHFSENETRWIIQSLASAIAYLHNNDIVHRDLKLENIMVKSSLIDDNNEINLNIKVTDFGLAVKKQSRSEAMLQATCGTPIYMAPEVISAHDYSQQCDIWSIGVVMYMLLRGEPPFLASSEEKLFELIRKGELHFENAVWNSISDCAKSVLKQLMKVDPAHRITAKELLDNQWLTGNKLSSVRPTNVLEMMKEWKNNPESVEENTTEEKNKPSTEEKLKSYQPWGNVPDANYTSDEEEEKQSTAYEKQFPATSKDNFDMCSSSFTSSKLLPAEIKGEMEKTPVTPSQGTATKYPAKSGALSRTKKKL
CHT block: inhibitors of human choline transporter CHT; Q9GZV3; CHT-expressing cells, membrane potential dye, choline response; hits give low values; B-score at 10 µM; actives 0.86% (n = 310,000); AID 488975;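 active means B-score over 3 SD under the library average, and starting fluorescence ratio not unusually high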;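 further: choline stimulus applied at its EC90 after an EC20 pre-addition; B-score computed on integrated fluorescence ratio after choline addition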
Target sequence (Q9GZV3 whole entry, looked up): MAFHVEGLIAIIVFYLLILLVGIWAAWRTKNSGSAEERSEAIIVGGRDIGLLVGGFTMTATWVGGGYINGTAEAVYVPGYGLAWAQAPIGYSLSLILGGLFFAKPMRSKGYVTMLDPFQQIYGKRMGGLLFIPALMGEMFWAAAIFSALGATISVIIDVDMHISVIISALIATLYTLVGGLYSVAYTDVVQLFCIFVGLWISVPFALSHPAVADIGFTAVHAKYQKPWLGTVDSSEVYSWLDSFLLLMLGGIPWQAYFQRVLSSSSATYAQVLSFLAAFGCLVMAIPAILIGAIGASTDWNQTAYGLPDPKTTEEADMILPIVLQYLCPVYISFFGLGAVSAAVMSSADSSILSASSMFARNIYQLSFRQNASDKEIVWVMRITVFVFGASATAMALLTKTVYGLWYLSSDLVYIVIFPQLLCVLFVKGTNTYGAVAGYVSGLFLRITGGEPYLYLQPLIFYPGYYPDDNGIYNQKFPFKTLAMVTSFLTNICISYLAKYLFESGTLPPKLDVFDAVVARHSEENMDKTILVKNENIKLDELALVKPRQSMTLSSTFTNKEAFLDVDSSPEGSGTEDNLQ
CHT PAM: allosteric activators of human choline transporter CHT | CHT-expressing cells, membrane potential dye, choline EC20; hits give high values; LV-AA mutant CHT in HEK293 cells | B-score at 10 µM | AID 488977 | actives 0.49% (n = 310,000);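 active means initial fluorescence not abnormally high and integrated response B-score, plate-corrected, over 3 SD above library mean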
* hit, by the source's call; i = inactive; / = no result given; & = joins results of further samples.

The line under a structure holds: STK33 kinase inh, CHT block, CHT PAM
- COC(=O)c1ccc(=O)c2nc3/c(=C/O)c(O)cc(=O)c3[nH]c12
  -0.3, i, i
- CC(C)(C)n1ncc2c(=O)n(CC(=O)N3CCCC3)cnc21
  2.7, i, i
- CC(C(=O)Nc1ccc(F)c(F)c1F)N(C)CCOc1ccccc1 (stereo not given)
  -1.8, i, i
- OC(CN1CCCCC1)CN1CCCCC1
  -0.5, i, i
- Cc1ccccc1CNc1ccc(C(CC(N)=O)NC(=O)c2ccccc2)cc1[N+](=O)[O-] (stereo not given)
  3.2, -5.4*, i
- COc1ccccc1NC(=O)CN1C(=O)COc2ccc(S(=O)(=O)N3CCCCCC3)cc21
  -1.0, i, i
- O=C(c1ccc(Cl)c(S(=O)(=O)N2CCCCC2)c1)N1CCCCCC1
  -0.6, i, i
- CC(C)(C)NC(=O)CN(C(=O)CCC(=O)Nc1nccs1)c1ccc2c(c1)OCCO2
  -0.9, i, i
- COc1ccc(S(=O)(=O)N(C)c2ccc(C(=O)NCc3ccccn3)cc2)cc1OC
  0.3, i, i
- CC(C)C(OC(=O)c1cccs1)C(=O)NCc1ccccc1 (stereo not given)
  -3.1, i, i
- NS(=O)(=O)c1ccc(CCNC(=O)COC(=O)/C=C/c2ccc(Cl)cc2)cc1
  -2.5, i, i
- Clc1cccc(CSc2nnc([C@@H]3CCCN3)o2)c1
  -1.9, i, i
- COc1ccc(OC)c(N/C(=N/c2nc(C)cc(C)n2)NC(C)=O)c1
  -1.0, i, i
- Cc1ccc(C2C(C#N)=C(N)OC3=C2C(=O)CCC3)s1 (stereo not given)
  0.7, i, i
- COC(=O)c1cc(CSc2nnc(-c3ccccc3)c(-c3ccccc3)n2)oc1C
  -0.7, i, i

(more compounds)
The line under a structure holds: STK33 kinase inh, CHT block, CHT PAM
- C/C(=N/NC(=O)c1ccncc1)c1ccc2c(c1)OCO2
  -1.1, i, i
- CCOC(=O)N1CCC(N2Cc3cccc(C(=O)Nc4ccc(OCC)cc4)c3C2=O)CC1
  2.9, i, i
- O=C(c1ccc(CNS(=O)(=O)c2cccc(Cl)c2)cc1)N1CCCCC1
  -1.6, i, i
- Cc1ccccc1C(=O)Nc1ccc(-c2nnc(SC(C)C(=O)O)n2C)cc1 (stereo not given)
  1.2, i, i
- S=c1[nH]nc(-c2cccnc2)n1/N=C/C(Cl)=C\c1ccccc1
  /, i, i
- CC(C)(C)c1nc2ccccc2[nH]1
  -0.7, i, i
- CCCCCCCCCCCCOC1OC(CO)C(O)C(O)C1NC(C)=O (stereo not given)
  0.3, i, i
- CCCS(=O)(=O)N1CCN(Cc2ccncc2)CC1
  0.8, i, i
- Cc1cc(NC(=O)CSc2nc3cc(Cl)ccc3o2)no1
  0.7, i, i
- Cn1c(CC(=O)NCCO)c(Sc2ccccc2)c2ccccc21
  -0.9, i, i
- COc1ccc(/C=N/NC(=O)CNc2ccc(Br)cc2)c(C(=O)O)c1OC
  0.5, i, i
- Cc1ccc(S(=O)(=O)NC(C(=O)N2CCOCCOCCOCCOCC2)C(C)C)cc1 (stereo not given)
  7.8, i, i
- Cc1cccc(NS(=O)(=O)c2cc(C(=O)NCc3ccccn3)ccc2C)c1
  -1.2, i, i
- COc1ccccc1-c1nnc(SCC(=O)N2CCOCC2)o1
  -0.5, i, i
- O=C(C1CCCCC1)N1CCC(n2nnc3ccccc32)CC1
  0.2, i, i

(cont.)
The line under a structure holds: STK33 kinase inh, CHT block, CHT PAM
- CCOc1ccc(C(CC(=O)O)NC(=O)C23CC4CC(CC(C4)C2)C3)cc1OC (stereo not given)
  0.1, i, i
- CC(Sc1nccn1C)C(=O)Nc1ccc(C(N)=O)cc1 (stereo not given)
  /, i, i
- CCc1ccc(NC(=O)[C@H](C)NC(=O)C2CCN(C(=O)[C@@H](N)CC(C)C)CC2)cc1
  -1.1, i, i
- CC1(C)CC(N=C2C([N+](=O)[O-])=CC=C3C2=NC2(CCCCC2)N3O)CC(C)(C)N1
  -0.2, i, i
- CCOc1ccc(NC(=S)NCc2ccc3[nH]c(C)cc3c2)cc1
  0.7, i, i
- Cc1ccc2c(c1)SC1=NC(c3ccccc3)(C(F)(F)F)NC(=O)N12 (stereo not given)
  0.2, i, i
- CSc1nnc(SCC2=NNC(=O)SC2)s1
  -0.8, i, i
- O=C(COC(=O)c1ccccc1S(=O)(=O)N1CCCCC1)NCC(F)(F)F
  0.1, i, i
- O=C(CSc1ncnc2c1oc1ccccc12)Nc1ccc2c(c1)OCCO2
  -1.1, i, i
- O=C(NCc1cccnc1)c1ccccc1Br
  -0.2, i, i
- CCOC(=O)N1CCC(NC(=O)CSCc2nc(-c3ccc(OCC)cc3)oc2C)CC1
  0.4, i, i
- Cc1ccc(NC(=O)c2cc(C)no2)cc1
  -0.2, i, i
- Cc1c(NC(=O)OCCNC(=O)Nc2ccccc2)sc(=S)n1C
  0.8, i, i
- CC(C)(C)CC(=O)NCCc1csc(-c2ccccc2)n1
  1.2, -5.3*, i
- COc1ccc(/C=C(\NC(=O)c2cccs2)C(=O)NN)cc1OC
  -0.5, i, i

More entries
The line under a structure holds: STK33 kinase inh, CHT block, CHT PAM
- O=C1CNC(=O)N1c1ccc(Cl)cc1
  0.0, i, i
- O=c1oc2ccccc2c(N2CCCCC2)c1CN1CCCC1
  -1.8, i, i
- CCN(CC)CCN1C(=O)C(=O)/C(=C(/O)c2ccc(F)cc2)C1c1ccncc1 (stereo not given)
  -1.7, i, i
- CC(NC(=O)C1CCCN(S(=O)(=O)c2cccs2)C1)c1ccccc1 (stereo not given)
  -1.5, i, i
- CCOC(=O)COc1cccc2c(=O)n(CC(=O)N3CCC(C)CC3)ccc12
  -1.7, i, i
- O=c1cc(C(F)(F)F)[nH]c2ccc(C(F)(F)F)cc12
  0.0, i, i
- OCC1OC(n2cnc3c(NC4CCCCC4)ncnc32)C(O)C1O (stereo not given)
  -0.1, -5.5*, i
- O=C(c1cccc(C(F)(F)F)c1)N1CCN(c2cc(=O)[nH]nc2-c2ccccc2)CC1
  -2.4, i, i
- CCOC(=O)COc1nc(C)cc(C(F)(F)F)c1C#N
  -0.4, i, i
- COc1ccc(C(=O)N/N=C/c2cccnc2)cc1
  0.1, i, i
- CCC(=O)Nc1ccc(NC(=O)CSc2nc3c(c(=O)n(C)c(=O)n3C)n2CC)cc1
  -1.6, i, i
- COc1cccc(N2CCN(CC(=O)NCc3ccccc3)CC2)c1
  -2.3, i, i
- COc1ccc(NC(=O)CC2C(=O)OCC3CCCCN32)cc1Cl (stereo not given)
  -0.4, i, i
- COc1ccc(C)c2sc(=NC(=O)c3ccc(C(C)=O)cc3)n(C)c12
  -0.6, i, i
- O=C(CN1CCN(Cc2ccccc2)CC1)Nc1cccc(Cl)c1
  0.2, i, i

More results
The line under a structure holds: STK33 kinase inh, CHT block, CHT PAM
- Cc1ccc(N2CC(C(=O)OCc3ccccc3)CC2=O)cc1 (stereo not given)
  -0.5, i, i
- CCn1cc(-c2nnnn2-c2ccc(Cl)cc2)c(=O)c2ccccc21
  -3.0, i, i
- N#CCCN1CCN(S(=O)(=O)c2ccc(S(=O)(=O)N3CCCCCC3)cc2)CC1
  -0.7, i, i
- COc1cccc(CC2(CO)CCN(Cc3ccc4cccc(F)c4n3)CC2)c1
  -0.8, i, i
- COc1ccc(S(=O)(=O)N2CCN(CCO)CC2)cc1-c1nnc2c3ccccc3c(C)nn12
  -2.4, i, i
- COc1ccc(CCNC(=O)c2ccc(Cl)c(S(=O)(=O)N(C)c3ccccc3)c2)cc1
  -0.9, i, i
- CC1C(=O)N2CCCc3cc(S(=O)(=O)N(C)CCC#N)cc1c32 (stereo not given)
  -2.3, i, i
- COc1cc(-c2noc(CCCC(=O)Nc3cccnc3)n2)cc(OC)c1OC
  -1.7, i, i
- COc1ccc(-c2cc3c(=O)n(CC(=O)N4CCCCC4)ncn3n2)cc1
  2.0, i, i
- Cc1nn(-c2ccccc2)c(NC(=O)C(C)C)c(-c2ccccc2)c1=O
  -0.6, i, i
- O=C(Nc1ccc(S(=O)(=O)Nc2ncccn2)cc1)c1ccc(Br)s1
  -2.3, i, i
- COc1ccc(Nc2ccc(S(=O)(=O)N3CCCCC3)cc2[N+](=O)[O-])cc1Cl
  /, i, i
- Cc1ccccc1NC(=O)C1C2C=CC(C3CC23)C1C(=O)O (stereo not given)
  1.4, i, i
- Cc1cc(C=C2C(=O)CCCC2=O)c(C)n1-c1ccccc1
  -0.6, i, i
- CCCCNC(=O)CSc1nc2ccsc2c(=O)n1CCCC(=O)NCCc1ccc(S(N)(=O)=O)cc1
  -0.5, i, i

Further structures follow.
The line under a structure holds: STK33 kinase inh, CHT block, CHT PAM
- COc1ccc(CN2CCN(CCCc3ccccc3)C(CCO)C2)cc1OC (stereo not given)
  /, i, i
- CCOc1ccc(CCNC(=O)c2ccc(CS(=O)Cc3ccccc3Cl)o2)cc1 (stereo not given)
  -0.3, i, i
- CC1Nc2ncnc(N3CCN(c4ccccc4)CC3)c2N(Cc2ccc(Cl)cc2)C1=O (stereo not given)
  -0.8, i, i
- COC(=O)C1=CNC=C(C(=O)OC)C1c1ccc(C(=O)OC)cc1
  0.5, i, i
- Cc1noc(C)c1CSCC(=O)N(C)CC(=O)Nc1ccc(F)c(F)c1F
  -0.6, i, i
- CCOc1ccccc1NC(=O)CN(c1ccc(OC)cc1OC)S(=O)(=O)c1ccccc1[N+](=O)[O-]
  1.9, i, i
- O=C(O)CSc1cccc2cccnc12
  1.5&-1.1, i, i
- Cc1ccc(-n2c3nc(=O)[nH]c(=O)c-3cc3cc([N+](=O)[O-])ccc32)cc1
  /, i, i
- O=C(CSCc1ccc([N+](=O)[O-])cc1)NC1CC2CCC1C2 (stereo not given)
  -0.4, i, i
- CN(C)/C=N/c1ncc(C(=O)c2ccc(-c3ccccc3)cc2)s1
  /, i, i
- COc1cc(C2NC(=O)NC(C)=C2C(=O)OCc2ccccc2)ccc1O (stereo not given)
  -2.3, i, i
- CCOC(=O)/C(=C/c1ccccc1)NC(=O)c1ccco1
  -4.6, i, i
- Cc1cc(C)nc(Nc2ccc(F)cc2)n1
  -0.4, i, i
- COc1cc2c(c(OC)c1)C(c1ccncc1)CC(=O)N2 (stereo not given)
  0.8, i, i
- N#C/C(=C/c1ccc(-c2ccccc2)o1)c1nc(-c2cccs2)cs1
  -0.5, i, i

Continued:
The line under a structure holds: STK33 kinase inh, CHT block, CHT PAM
- CC(=O)c1c(N2CCCC2)nc(=S)n(-c2ccccc2)c1C
  -0.6, i, i
- CCOC(=O)c1ccc[n+](CC(=O)Nc2cc(C(F)(F)F)ccc2Cl)c1
  -2.4, i, i
- CNC(=O)c1ccsc1NC(=O)CCS(=O)(=O)c1ccc(Cl)cc1
  1.2, i, i
- CC(C)(C)OC(=O)NCCc1nnc(S(=O)(=O)Cc2ccc(Cl)cc2Cl)o1
  2.2, i, i
- Cc1c(C=O)c2ccccc2n1CC(=O)NCc1ccc2c(c1)OCO2
  -0.4, i, i
- N#Cc1c(-c2ccccc2)nc(-c2ccncc2)[nH]c1=O
  11, i, i
- COc1cccc(C(=O)Nc2c(F)c(F)c(F)c(F)c2F)c1
  10, i, i
- COc1cccc(-c2cc(C(F)(F)F)nc(N3CCOCC3)n2)c1
  -4.5, i, i
- CC(C)(C)n1cnc2cc(NC(=O)c3ccc(Cl)cc3)ccc21
  2.9, i, i
- CCOC(=O)c1ccc(N2C(=O)CC(N(C)Cc3ccccc3)C2=O)cc1 (stereo not given)
  0.7, i, i
- CCOC(=O)c1cc(C(=O)OCC)c2cc(Br)ccc2n1
  1.0, i, i
- Cc1ccc(C(=O)N/N=C\c2c(C)nn(-c3ccccc3)c2Cl)cn1
  -0.8, i, i
- CCc1ccc(NC2=NC(C(=O)NC3CCCCC3)CC(=O)N2)cc1 (stereo not given)
  -0.6, i, i
- CC1Sc2ccc(Cl)cc2-c2nc(N)ncc21 (stereo not given)
  12, i, i
- CC(C)Nc1ncnc2c1cnn2Cc1ccc(Cl)cc1
  0.6, i, i

Next part:
The line under a structure holds: STK33 kinase inh, CHT block, CHT PAM
- O=C(NC(Cc1ccccc1)C(=O)O)/C(=C/c1ccc([N+](=O)[O-])cc1)NC(=O)c1ccccc1 (stereo not given)
  -0.4, i, i
- O=C(OCc1nc2ccccc2s1)c1cc2ccccc2oc1=O
  1.3, i, i
- COC(=O)C1CCN(C(=O)COC(=O)Cn2cnnn2)CC1
  8.6, i, i
- Cc1cc2ccccc2c(=O)n1CC(=O)NCC(=O)N1CCN(c2cccc(Cl)c2)CC1
  -0.6, i, i
- c1ccc(CSc2ncnc3c2cnn3-c2ccccc2)cc1
  -1.2, i, i
- CSC1=NCCN1S(=O)(=O)c1ccc(F)cc1
  -0.3, i, i
- CCN(Cc1ccccc1)C(=O)CN1C(=O)c2ccccc2C1=O
  -1.6, i, i
- COc1cccc(-n2c(-c3ccco3)nc3nc4ccccc4nc32)c1
  /, i, i
- COC(=O)c1nnn(-c2ccc(Cl)c(Cl)c2)c1C(=O)OC
  -0.9, i, i

Filtered by structure: the entries above with two or more sulfur atoms (9)
The line under a structure holds: STK33 kinase inh, CHT block, CHT PAM
- CSc1nnc(SCC2=NNC(=O)SC2)s1
  -0.8, i, i
- Cc1c(NC(=O)OCCNC(=O)Nc2ccccc2)sc(=S)n1C
  0.8, i, i
- CC(NC(=O)C1CCCN(S(=O)(=O)c2cccs2)C1)c1ccccc1 (stereo not given)
  -1.5, i, i
- N#CCCN1CCN(S(=O)(=O)c2ccc(S(=O)(=O)N3CCCCCC3)cc2)CC1
  -0.7, i, i
- O=C(Nc1ccc(S(=O)(=O)Nc2ncccn2)cc1)c1ccc(Br)s1
  -2.3, i, i
- CCCCNC(=O)CSc1nc2ccsc2c(=O)n1CCCC(=O)NCCc1ccc(S(N)(=O)=O)cc1
  -0.5, i, i
- N#C/C(=C/c1ccc(-c2ccccc2)o1)c1nc(-c2cccs2)cs1
  -0.5, i, i
- CNC(=O)c1ccsc1NC(=O)CCS(=O)(=O)c1ccc(Cl)cc1
  1.2, i, i
- CSC1=NCCN1S(=O)(=O)c1ccc(F)cc1
  -0.3, i, i
